# High-throughput results deposited in PubChem BioAssay by Sanford-Burnham Center for Chemical Genomics.
# EBI2 block – EBI2 receptor antagonists, beta-arrestin recruitment, primary screen, cell-based, luminescence, 7a,25-OHC stimulation, uHTS; G-protein coupled receptor 183 (Homo sapiens), P32249; 7a,25-OHC stimulated; inhibition, % at 5 µM; hit rate 0.81% among 360,000; AID 651636, 2012; in the data active means inhibition above about 38%;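 further: enzyme fragment complementation signal reports receptor beta-arrestin coupling in cells; 0% = agonist plus DMSO wells and 100% = wells without agonist; some results beyond the cut were filed as inactive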
# Target sequence (P32249 whole entry, looked up, the tested form may be a part): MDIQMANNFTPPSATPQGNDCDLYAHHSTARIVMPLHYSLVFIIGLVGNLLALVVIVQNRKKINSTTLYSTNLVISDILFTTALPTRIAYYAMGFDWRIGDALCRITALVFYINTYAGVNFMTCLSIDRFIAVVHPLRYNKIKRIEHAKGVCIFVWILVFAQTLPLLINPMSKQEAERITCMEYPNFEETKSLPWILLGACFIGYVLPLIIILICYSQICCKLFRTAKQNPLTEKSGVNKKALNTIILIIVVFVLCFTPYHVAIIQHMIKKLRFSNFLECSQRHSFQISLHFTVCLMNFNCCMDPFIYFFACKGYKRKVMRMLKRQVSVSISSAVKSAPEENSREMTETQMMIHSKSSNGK
# CXCR6 inh – CXCR6 receptor inhibitors, primary screen, cell-based, beta-arrestin, luminescence, CHO-K1 PathHunter, 1536-well. C-X-C chemokine receptor type 6 (Homo sapiens), O00574. hit rate 0.36% among 360,000. AID 602244, 2012. inhibition, % at 20 µM; in the data active means inhibition above about 34%, passing the limit was not always enough;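 further: antagonist mode with CXCL16 agonist at 10 nM final; 0% = 10 nM CXCL16 with DMSO and 100% = unstimulated wells without agonist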
# Target sequence (O00574 whole entry, looked up): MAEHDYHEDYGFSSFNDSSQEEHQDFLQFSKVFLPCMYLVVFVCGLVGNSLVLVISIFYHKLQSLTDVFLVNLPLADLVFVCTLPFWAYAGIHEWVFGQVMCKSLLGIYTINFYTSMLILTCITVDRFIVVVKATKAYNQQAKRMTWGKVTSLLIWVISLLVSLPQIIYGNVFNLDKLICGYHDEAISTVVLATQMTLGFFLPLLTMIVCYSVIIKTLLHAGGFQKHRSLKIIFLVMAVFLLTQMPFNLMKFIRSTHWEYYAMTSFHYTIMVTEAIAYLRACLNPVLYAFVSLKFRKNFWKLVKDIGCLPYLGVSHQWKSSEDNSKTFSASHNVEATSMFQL
# CCR6 antag – CCR6 receptor antagonists, primary screen, cell-based, CHO-K1, luminescence, beta-arrestin, uHTS. CHO-K1 CCR6 PathHunter beta-arrestin, CCL20-stimulated. inhibition, % at 20 µM. hit rate 0.49% among 340,000;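 active means compounds whose inhibition of the agonist-driven luminescence signal at 20 µM reaches about 50%, limit read from the data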;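 further: cells stimulated with CCL20 at 14 nM final; plate controls were DMSO with CCL20 for no effect and DMSO without agonist for full effect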
# Target sequence (P51684 whole entry, looked up): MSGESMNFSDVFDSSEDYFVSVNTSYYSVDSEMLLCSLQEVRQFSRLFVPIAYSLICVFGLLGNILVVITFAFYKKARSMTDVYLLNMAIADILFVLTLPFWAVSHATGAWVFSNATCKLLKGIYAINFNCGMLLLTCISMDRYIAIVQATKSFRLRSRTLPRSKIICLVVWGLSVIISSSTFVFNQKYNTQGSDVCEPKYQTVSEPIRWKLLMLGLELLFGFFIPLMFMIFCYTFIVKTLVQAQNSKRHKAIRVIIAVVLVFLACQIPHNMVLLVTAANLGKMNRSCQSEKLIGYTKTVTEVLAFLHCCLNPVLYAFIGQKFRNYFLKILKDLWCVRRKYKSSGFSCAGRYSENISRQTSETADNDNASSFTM
# tim23-1 inh – growth inhibitors of tim23-1 mutant yeast, primary screen, luminescence, uHTS | S. cerevisiae tim23-1 growth, BacTiter-Glo luminescence, 24 h | inhibition, % at 20 µM | hit rate 1.3% among 330,000;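 active means growth inhibition of the mutant yeast at or above 50%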;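 further: temperature-sensitive mutant grown at 25 °C; plate controls were DMSO-treated mutant yeast for no effect and medium wells lacking yeast for full effect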
# UPR CHOP act – activators of apoptotic CHOP UPR arm, primary screen, cell-based, CHO-CHOP luciferase reporter, luminescence, uHTS. UPR activation; percent of tunicamycin response over DMSO baseline. activation, % at 10 µM. hit rate 0.34% among 330,000;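 active means at 10 µM dose, activation of 40% or more, normalized to positive control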;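 further: 100% = tunicamycin at 10 µg/mL and 0% = DMSO alone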
#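 Evaluation: % reporter activation, DMSO baseline versus tunicamycin full activation; System: CHO-CHOP luciferase reporter cell line; Input: 500 cells/well; Incubation: 6 h compound treatment, 37 °C; Measured by: Steady-Glo luciferase luminescence; Dosing: one dose, 10 µM in 0.5% DMSO; Buffer or medium: F12 medium, 10% FBS; Benchmarks: positive tunicamycin 10 µg/mL, negative DMSO alone.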
# APJ agonist – agonists of human apelin receptor APJ, primary screen, CHO-K1 cells, PathHunter beta-arrestin, luminescence; 0% DMSO wells, 100% apelin; hit rate 0.11% among 330,000; P35414; AID 2520, 2010; activation, % at 20 µM;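 active means activation more than six SD over the plate average, tested at 20 µM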;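 further: 0% = DMSO alone and 100% = apelin-13 at 10 nM; some results filed as inactive read as strong as hits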
#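 Incubation: overnight seeding, 90 min compound at 25 °C, 1 h detection; test system: PathHunter CHO-K1 APJ (AGTRL-1) beta-arrestin reporter cells; amount: 1000 cells/well; doses: one dose, 20 µM compound, 1% DMSO; measured by: beta-gal luminescence; measure: agonist-driven arrestin binding to APJ; benchmarks: negative DMSO alone, positive Apelin-13 at 10 nM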
# Mdm2-MdmX inh – inhibitors of human Mdm2-MdmX association, primary screen, cell-based, luminescence, split luciferase, SaOS-2, uHTS; SaOS-2 split-luciferase Mdm2/MdmX complementation; hit rate 3% among 330,000; inhibition, % at 8 µM; Protein Mdm4 (Homo sapiens) + E3 ubiquitin-protein ligase Mdm2 (Homo sapiens), …; AID 485346, 2010;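 active means inhibition of at least 50% at 8 µM in the primary screen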
# XBP1 UPR activ – activators of adaptive XBP1 UPR arm, primary screen, cell-based, CHO-XBP1 luciferase reporter, luminescence, uHTS; IRE1-XBP1 UPR activation; percent of tunicamycin response, DMSO as zero; activation, % at 20 µM; hit rate 0.33% among 330,000; AID 463104, 2010;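 active means versus positive control, 20 µM dose yields 30% or more activation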;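 further: 100% = tunicamycin at 10 µg/mL and 0% = DMSO only wells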
#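 Material: CHO-XBP1 cells stably carrying IRE1-XBP1-driven luciferase reporter / Amount: 1000 cells per well / Compound: 20 µM, 1% DMSO / Times: 6 h treatment, 37 °C / Detection: luciferase luminescence / Measure: % activation of reporter signal versus tunicamycin and DMSO controls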
# APJ antag – antagonists of human apelin receptor APJ, primary screen, CHO-K1 cells, beta-arrestin complementation, luminescence; P35414; inhibition, % at 20 µM; hit rate 0.32% among 330,000; AID 2521, 2010;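 active means inhibition above about 40% at 20 µM, limit read from the data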;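 further: cells challenged with 10 nM apelin-13 agonist together with compound; plate controls were apelin-13 plus DMSO wells for no effect and DMSO wells lacking apelin-13 for full effect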
# The depositor's hits bear a star. Some of the compounds tested. The share of hits here may be higher or lower than overall.
no.	SMILES	EBI2 block	CXCR6 inh	CCR6 antag	tim23-1 inh	UPR CHOP act
1	Cc1ccc(NC(=O)c2ccccc2-c2ccc(C(F)(F)F)cc2)cc1S(=O)(=O)N1CCOCC1	12	2	0	6	2.8
2	CC(C)(C)OC(=O)N1CCC(C(=O)N[C@@H](Cc2ccccc2)C(=O)O)CC1	7	4	-9	1	4.6
3	Cc1cccc(C)c1NC(=S)Nc1ccc(Cl)c(Cl)c1	-4	-7	16	25	-2.0
4	O=C(Nc1ccc(F)cc1)c1cc(Cl)sc1Cl	1	-2	1	21	3.4
5	CN(C)/C=N/S(=O)(=O)c1cccn1-c1ncc(C(F)(F)F)cc1Cl	-1	-1	8	12	-2.9
6	CCSc1nnc(NC(=O)c2ccc(C)cc2)s1	-5	1	-4	9	0.1
7	COc1ccc(CN(C)C(=O)C(Cc2ccccc2)NC(=O)c2ccccc2)cc1F (configuration not stated)	-20	3	2	24	1.0
8	O=C(NCc1ccco1)C1CCCN1C(=O)Nc1ccc(Br)cc1 (configuration not stated)	8	-4	7	7	1.5
9	COc1ccc(NC(=O)C2CCCCN2CC(=O)OCc2ccccc2)cc1OC (configuration not stated)	-4	3	9	-5	-0.4
10	COCCNS(=O)(=O)c1ccc(F)c(OC)c1	-11	1	-3	9	2.0
11	O=C(Nc1nccs1)C1CC(=O)N(c2ccccc2)C1 (configuration not stated)	2	6	-3	-3	-2.4
12	O=C(OCc1cc(=O)n2ccsc2n1)c1ccccc1NCCO	-9	-6	5	-6	3.0

no.	APJ agonist	Mdm2-MdmX inh	XBP1 UPR activ	APJ antag
1	1	28	-2	-8
2	1	6	-2	26
3	0	32	-2	3
4	0	-7	1	0
5	-2	-4	2	-1
6	1	-64	-5	27
7	-2	35	-4	-2
8	2	-38	0	28
9	-1	6	-3	9
10	0	4	2	-1
11	-1	9	-5	27
12	-1	20	3	0

# Next part:
no.	SMILES	EBI2 block	CXCR6 inh	CCR6 antag	tim23-1 inh	UPR CHOP act
13	COc1ccccc1N1CC(O)=C(c2nc3ccccc3s2)C1=N	6	3	2	36	1.3
14	COc1ccc(NC(=S)N2CCC(NC(=O)c3cccc(C)c3)CC2)cc1	-3	2	-2	-2	0.0
15	CCOCCCNS(=O)(=O)c1ccc(OC)c(Cl)c1Cl	5	0	-6	20	1.4
16	N#CC1=C(N)Oc2n[nH]c(-c3ccccn3)c2C1c1c(F)cccc1Cl (configuration not stated)	-7	13	3	-13	-0.3
17	Cc1cc(NC(=O)CSc2nc3c(c(=O)n2-c2ccc(Br)cc2)SCC3)no1	9	11	19	19	0.4
18	CCOc1ccc(NC(=O)CN2CCN(CC(=O)Nc3ccc(Cl)c(C(F)(F)F)c3)CC2)cc1	43*	-11	-4	42	6.5
19	CC(=O)N(Cc1ccccc1)c1c(N)nc(N)[nH]c1=O	-8	-8	4	12	2.8
20	N=c1c2c(n(Cc3ccc(Br)cc3)c3c1CCC3)CCCC2	-3	-5	10	2	-1.9
21	COC(=O)CSc1nc2ccccc2n1CC(=O)N(C(C)C)C(C)C	-3	-6	-10	20	0.0
22	CCOc1ccccc1NC(=O)c1ccc2c(c1)C(=O)N(CC)C2=O	3	10	7	0	-0.6
23	O=C(c1cc(C2CC2)nn1-c1ccccc1)N1CCN(Cc2ccccc2F)CC1	3	2	9	34	1.0
24	C/C(=N\O)C(C)Oc1ccc(Cl)cc1 (configuration not stated)	-7	-7	-9	-3	1.1

no.	APJ agonist	Mdm2-MdmX inh	XBP1 UPR activ	APJ antag
13	-1	12	3	-14
14	-1	-7	-7	-7
15	2	-13	-2	-2
16	-3	12	2	-9
17	-3	7	-4	11
18	0	8	-3	-14
19	2	-3	6	-10
20	-2	43	-1	-10
21	-4	-3	0	12
22	-2	10	0	4
23	10	3	0	1
24	1	-7	0	5

# 6 compounds picked at random from the list so far:
no.	SMILES	EBI2 block	CXCR6 inh	CCR6 antag	tim23-1 inh	UPR CHOP act
13	COc1ccccc1N1CC(O)=C(c2nc3ccccc3s2)C1=N	6	3	2	36	1.3
19	CC(=O)N(Cc1ccccc1)c1c(N)nc(N)[nH]c1=O	-8	-8	4	12	2.8
20	N=c1c2c(n(Cc3ccc(Br)cc3)c3c1CCC3)CCCC2	-3	-5	10	2	-1.9
14	COc1ccc(NC(=S)N2CCC(NC(=O)c3cccc(C)c3)CC2)cc1	-3	2	-2	-2	0.0
22	CCOc1ccccc1NC(=O)c1ccc2c(c1)C(=O)N(CC)C2=O	3	10	7	0	-0.6
24	C/C(=N\O)C(C)Oc1ccc(Cl)cc1 (configuration not stated)	-7	-7	-9	-3	1.1

no.	APJ agonist	Mdm2-MdmX inh	XBP1 UPR activ	APJ antag
13	-1	12	3	-14
19	2	-3	6	-10
20	-2	43	-1	-10
14	-1	-7	-7	-7
22	-2	10	0	4
24	1	-7	0	5

# The list continues.
no.	SMILES	EBI2 block	CXCR6 inh	CCR6 antag	tim23-1 inh	UPR CHOP act
25	COCCCN(C(=O)CSCC(=O)Nc1cccc(C)c1)c1c(N)n(Cc2ccccc2)c(=O)[nH]c1=O	-11	2	-3	17	1.7
26	O=C(COC(=O)C1CCC(=O)N1)Nc1cccc([N+](=O)[O-])c1 (configuration not stated)	3	2	16	-8	1.4
27	O=C(NCCC1=CCCCC1)c1ccc2c(=O)n3c(nc2c1)CCCCC3	12	3	7	20	2.2
28	Fc1ccccc1/C=N/Nc1ncnc2nc[nH]c12	4	1	3	13	2.6
29	O=C(NC1CC2CCCC(C1)N2S(=O)(=O)c1ccccc1)c1ccco1 (configuration not stated)	-7	-3	-9	13	-0.6
30	CCOc1ccc(OCC(=O)OC(C)C(=O)NC2CCCCC2C)cc1 (configuration not stated)	7	1	18	12	0.9
31	CC(C)c1ccccc1NC(=O)COC(=O)CNC(=O)c1ccc(Br)cc1	-18	4	1	9	2.0
32	CC1CN(C(=O)CCC(=O)NCc2cccnc2)c2ccccc2O1 (configuration not stated)	-12	-2	6	-4	-1.7
33	Cc1c(Cl)cccc1NC(=O)CNc1ccccc1F	-8	-12	12	27	-0.5
34	Cc1noc(C)c1C(=O)N(C)Cc1ccccc1	6	3	6	-2	-0.9
35	CCCCN1C(=O)C(=O)N(CC(=O)N2CCc3ccccc32)C1=O	-8	0	-13	15	0.2
36	Cc1cc(NC(=O)c2ccccc2)ccc1NC(=O)c1ccccc1Cl	-4	0	17	19	3.1

no.	APJ agonist	Mdm2-MdmX inh	XBP1 UPR activ	APJ antag
25	6	7	-1	14
26	-3	18	-1	7
27	-2	-18	3	-3
28	-2	7	5	-71
29	0	-15	-1	-10
30	-3	2	-1	3
31	-2	-33	0	-6
32	0	-8	-2	3
33	4	12	4	-21
34	2	8	-1	14
35	6	-25	-1	3
36	1	15	-1	3

# The listing continues:
no.	SMILES	EBI2 block	CXCR6 inh	CCR6 antag	tim23-1 inh	UPR CHOP act
37	CCOc1ccc2nc(SCc3ccc(C(=O)OC)o3)[nH]c2c1	-2	-11	-10	5	3.6
38	COc1ccc(/C=C/C(=O)Oc2ccc(/C=N\NC(=O)c3ccc(F)cc3)cc2)cc1	-1	3	1	1	1.3
39	Cc1cc(C)cc(N(CC(=O)Nc2c(C)n(C)n(-c3ccccc3)c2=O)S(C)(=O)=O)c1	9	15	1	3	-0.3
40	COc1cc(Nc2cc(C)nc3ncnn23)cc(OC)c1	-2	-3	9	-8	-0.7
41	Cc1cccc(OCc2nc(-c3nonc3N)no2)c1C	13	-4	13	16	14
42	O=C(COC(=O)c1ccc(Br)o1)Nc1cccc(S(=O)(=O)N2CCCCC2)c1	-4	5	19	-5	-2.1
43	Cc1cccc(OCC(=O)Nc2nnc(S(=O)(=O)N3CCCCCC3)s2)c1	6	-3	2	26	1.4
44	CC(=O)N/C(=N/c1nc(C)cc(C)n1)Nc1cc(C)cc(C)c1	2	7	12	29	1.7
45	CCN(CC)S(=O)(=O)c1ccc(NC(=O)COC(=O)c2cnc(C)cn2)cc1	-17	5	10	5	-2.3
46	COc1ccc(Cl)cc1/C=N/NC(=O)c1c(-c2ccccc2)noc1C	8	-14	16	36	-0.8
47	CCOC(=O)c1ccccc1NC(=S)N1CCC(N2CCCCC2)CC1	-13	-5	-7	15	4.7
48	CCc1nnc(NC(=O)c2ccc(S(=O)(=O)N(CC)CC)cc2)s1	-11	-5	4	8	1.3

no.	APJ agonist	Mdm2-MdmX inh	XBP1 UPR activ	APJ antag
37	-1	11	3	0
38	0	-12	-1	6
39	-1	11	0	-28
40	3	40	-1	-5
41	-2	-75	3	-12
42	-1	-5	-1	8
43	-3	7	-2	-4
44	-5	6	3	10
45	-3	11	-1	7
46	-8	21	-5	33
47	1	5	-2	29
48	0	2	2	9

# (continued)
no.	SMILES	EBI2 block	CXCR6 inh	CCR6 antag	tim23-1 inh	UPR CHOP act
49	CCc1cccc2c1NC(=O)C2(O)CC(=O)c1cccs1 (configuration not stated)	-8	1	5	4	-2.0
50	COc1ccccc1C(=O)NCCC(=O)NCC1COc2ccccc2O1 (configuration not stated)	4	3	-5	1	1.9
51	N/C(=N\OC(=O)c1cc(Cl)ccc1Cl)c1cccnc1	-13	-8	-3	-5	16
52	CN1CCC(N(C)S(=O)(=O)c2ccc(NC(=O)Cc3ccc(F)cc3)cc2)CC1	8	-4	6	6	0.2
53	CCC(C)N1C(=O)CCC1C(=O)NCCc1ccc(Cl)cc1 (configuration not stated)	-10	6	7	12	-0.5
54	O=C(N/C(=C/c1cccnc1)C(=O)N1CCOCC1)c1ccco1	-11	0	2	-8	-0.5
55	C[N+]1(C2CCC3CCCC2C3O)CCCCC1 (configuration not stated)	-6	7	16	18	-4.0

no.	APJ agonist	Mdm2-MdmX inh	XBP1 UPR activ	APJ antag
49	3	-1	-1	11
50	-2	13	0	-52
51	9	-65	3	-21
52	-2	16	-2	6
53	-4	-17	0	9
54	-4	16	-2	3
55	-4	-10	1	-19
